Bioassay records (PubChem BioAssay)
COUP-TFII inh: inhibitors of human COUP-TFII (NR2F2) | inhibition, % at 8.6 µM | HEK293T NGFI-A luciferase reporter, luminescence | P24468 | AID 686940 | 370,000 compounds, 0.7% hits;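 active = inhibition above a per-plate cutoff, mean inhibition of test wells between control levels plus 3 SD, cut at about 38% in these data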;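 note: cells cotransfected with COUP-TFII expression vector driving the NGFI-A reporter; 0% = median of COUP-TF2 test wells and 100% = reporter-only cells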
Target sequence (P24468 whole entry, looked up): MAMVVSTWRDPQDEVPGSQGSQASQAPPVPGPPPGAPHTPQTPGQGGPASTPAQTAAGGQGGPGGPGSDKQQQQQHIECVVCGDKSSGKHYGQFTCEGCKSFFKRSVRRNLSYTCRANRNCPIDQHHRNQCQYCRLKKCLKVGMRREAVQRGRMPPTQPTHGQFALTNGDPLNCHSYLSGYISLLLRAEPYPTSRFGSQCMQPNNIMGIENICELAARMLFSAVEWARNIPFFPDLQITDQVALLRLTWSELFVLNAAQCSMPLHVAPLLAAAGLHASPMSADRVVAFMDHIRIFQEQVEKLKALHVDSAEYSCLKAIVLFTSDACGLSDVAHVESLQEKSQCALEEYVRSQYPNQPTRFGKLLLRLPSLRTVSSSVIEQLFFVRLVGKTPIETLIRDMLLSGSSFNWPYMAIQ
C8 TRAIL sens: caspase-8 TRAIL sensitization; NB7+C8 cells + TRAIL, ATPlite viability luminescence; inhibition (viability loss, TRAIL sensitization), % at 10 µM; 360,000 compounds, 1% hits; AID 624354;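 active = compounds causing at least 50% loss of cell viability in the single-dose screen, relative to plate controls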
LRH-1 inv ag: inverse agonists of human LRH-1 (NR5A2); O00482; HEK293T StAR-luciferase reporter, LRH-1 transfected, 24 h; inhibition, % at 3.6 µM; 360,000 compounds, 0.13% hits;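 active = inhibition above the mean inhibition of all tested compounds plus 3 SD, cut at about 73% in these data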;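 note: 0% = DMSO wells and 100% = reporter-only cells lacking LRH-1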
SRC2 inh: human SRC2 (NCOA2) inhibition | AID 651957 | 370,000 compounds, 0.17% hits | HEK293 GAL4-SRC2 luciferase reporter, luminescence | inhibition, % at 9 µM;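 active = inhibition above the mean inhibition of all tested compounds plus 3 SD, set per campaign, cut at about 52% in these data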;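 note: 0% = DMSO treated cells and 100% = cells given Gossypol at 36 µM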
NOD2-RIPK2 inh: inhibitors of human NOD2-RIPK2 interaction | O43353 | CHO BLA complementation NOD2-RIPK2, CCF4 ratio | inhibition, % at 4.98 µM | 360,000 compounds, 0.38% hits; in the data active = inhibition above about 21%;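 note: 0% = vehicle only and 100% = reference blocker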
Target sequence (O43353 whole entry, looked up): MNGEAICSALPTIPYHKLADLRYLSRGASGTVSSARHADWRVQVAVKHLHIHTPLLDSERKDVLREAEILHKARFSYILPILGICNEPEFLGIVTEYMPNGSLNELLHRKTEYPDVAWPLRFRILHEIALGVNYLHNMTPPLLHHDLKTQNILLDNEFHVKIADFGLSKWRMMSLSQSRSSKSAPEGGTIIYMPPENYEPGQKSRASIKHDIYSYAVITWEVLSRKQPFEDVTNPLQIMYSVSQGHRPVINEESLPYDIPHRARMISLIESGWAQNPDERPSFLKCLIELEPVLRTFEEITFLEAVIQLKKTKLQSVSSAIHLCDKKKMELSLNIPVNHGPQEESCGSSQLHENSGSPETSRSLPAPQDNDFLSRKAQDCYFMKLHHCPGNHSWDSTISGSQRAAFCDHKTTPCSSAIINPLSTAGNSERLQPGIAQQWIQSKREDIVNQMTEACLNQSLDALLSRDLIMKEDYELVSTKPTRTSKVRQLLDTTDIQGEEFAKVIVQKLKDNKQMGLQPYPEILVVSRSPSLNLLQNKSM
TLR9-MyD88 block: TLR9-MyD88 interaction inhibition. inhibition, % at 4.98 µM. CHO BLA complementation TLR9-MyD88, CCF4 FRET ratio. Q9NR96+Q99836. 340,000 compounds, 0.21% hits;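 active = inhibition above the mean over all tested compounds plus 3 SD, cut at about 21% in these data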;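 note: 0% = DMSO only wells and 100% = clavulanate BLA inhibitor control wells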
TWEAK-Fn14 inh: blocks TWEAK-Fn14 interaction in a reporter cell assay. TWEAK-stimulated Fn14 reporter cells, luciferase luminescence, 8 h. inhibition, % at 10 µM. 360,000 compounds, 2% hits. AID 1159606; in the data active = inhibition above about 50%
SRC1 inh: inhibitors of human steroid receptor coactivator 1 (SRC1) | Q15788 | HEK293 GAL4-SRC1 luciferase reporter, luminescence | inhibition, % at 3.6 µM | 360,000 compounds, 0.12% hits | AID 588354;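 active = inhibition above the campaign mean plus 3 SD, with each screening campaign given its own cutoff, cut at about 60% in these data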;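 note: 0% = DMSO treated cells and 100% = gossypol at 36 µM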
LMP1 NFkB inh: reduces LMP1-driven NF-kappaB luciferase signal; LMP1-induced NF-kappaB luciferase reporter cells, luminescence; inhibition, % at 12.5 µM; 350,000 compounds, 0.69% hits; AID 504558; in the data active = inhibition above about 41%;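 note: 0% = neutral control wells and 100% = reference inhibitor control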
NCOA3 inh: inhibitors of human steroid receptor coactivator 3 (SRC3); Q9Y6Q9; HEK293 GAL4-SRC3 luciferase reporter, luminescence; inhibition, % at 3.6 µM; 360,000 compounds, 0.17% hits; AID 588352;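 active = inhibition above a per-campaign cutoff, the mean of all compounds plus 3 SD, cut at about 60% in these data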;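 note: 0% = DMSO-treated cells and 100% = gossypol-treated cells at 36 µM; higher means less SRC3-driven luciferase light from the GAL4 reporter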
TROY NFkB inh: TROY signaling inhibition. Q293 LMP1-TROYcd NF-kB luciferase reporter, 4 h. inhibition, % at 10 µM. 360,000 compounds, 0.98% hits;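 active = compounds whose plate-normalised and pattern-corrected inhibition of the luciferase reporter signal at the single screening dose is 50% or more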
Numbers without * were called inactive; nt = no result given; & = joins results of further samples; ! = a repeat was not active. The list is partial (hit frequency here may not be typical).

SMILES	COUP-TFII inh	C8 TRAIL sens	LRH-1 inv ag	SRC2 inh	NOD2-RIPK2 inh	TLR9-MyD88 block	TWEAK-Fn14 inh	SRC1 inh	LMP1 NFkB inh	NCOA3 inh	TROY NFkB inh
CC(=O)Oc1ccc(C)cc1N1C(=O)c2ccc(C(=O)O)cc2C1=O	-4	13	14	-22	-5	5	-25	9	-20	-7	14
C#CCN1C(=O)C(O)(CC(=O)c2ccc3c(c2)OCCO3)c2ccccc21 (configuration not stated)	11	7	-2	-15	-6	-10	2	-23	-1	6	3
O=C(COC(=O)CCCN1C(=O)c2ccccc2C1=O)Nc1cc(Cl)cc(Cl)c1	11	-4	3	-3	-8	0	-8	-11	-9	-1	-3
COC(=O)c1ccc2ccccc2c1OC1OC(CO)C(O)C(O)C1NC(C)=O (configuration not stated)	-3	-8	17	-8	1	-3	-8	-4	-2	7	4
COc1cccc2sc3cc(C#CC4(O)CCCCC4)ccc3c(=O)c12	-53	48	-176	-59	6	-11	13	-88	-11	-89	-70
CC1CCC(C(C)C)C(OC(=O)Cn2c(-c3ccc(Br)cc3)[n+](C)c3ccccc32)C1 (configuration not stated)	24&13	35&41	-3&26	16&21	-14&-6	4&4	56*!	3&9	-1&8	9&38	39&41
N#CCC(=O)Nc1ccc(C(=O)OCC(=O)NCc2ccc3c(c2)OCO3)cc1	0	-2	11	-4	-15	-3	-8	10	2	14	0
CC1(C)COC(c2cc([N+](=O)[O-])ccc2Cl)=N1	2	-5	9	-7	-7	-10	-20	-26	-3	17	-1
CCC(C)Oc1cccc(OCCCCN2C(=O)NC(C)(C)C2=O)c1 (configuration not stated)	-24	9	11	2	3	-1	-1	12	1	0	-17
COc1cccc(NC2SC(=O)N(c3ccccc3)C2=O)c1 (configuration not stated)	-45	-3	-119	-53	-14	3	-1	-56	-34	-90	-33
COC(=O)C1=C(C)Nc2nc(SCc3ccccc3)[nH]c(=O)c2C1c1cccs1 (configuration not stated)	12	6	13	16	-22	-11	11	-6	-16	0	-12
CC(C(=O)NCc1ccccc1)N1C(=O)c2ccccc2C1=O (configuration not stated)	-29	-8	-10	-41	3	-6	-22	1	2	3	-4
O=C1CCC(C(=O)N2CCCCO2)CN1Cc1cccc(F)c1 (configuration not stated)	-5	-16	-9	-10	-2	6	-14	-8	-8	6	-13
CCOC(=O)N1CCN(Cc2nc3ccc([N+](=O)[O-])cc3c(=O)n2-c2ccc(OC)cc2OC)CC1	1	-2	25	-13	5	-8	3	-24	29	-7	13
COc1ccc2c(C)cc(SCc3c(C)noc3C)nc2c1	11	3	-11	0	-11	-13	-22	-2	7	-6	0

3 compounds already listed, arranged by the number in NOD2-RIPK2 inh, rising.
structure | COUP-TFII inh | LRH-1 inv ag | SRC2 inh | NOD2-RIPK2 inh | TLR9-MyD88 block | TWEAK-Fn14 inh | SRC1 inh | LMP1 NFkB inh | NCOA3 inh
COc1ccc2c(C)cc(SCc3c(C)noc3C)nc2c1 | 11 | -11 | 0 | -11 | -13 | -22 | -2 | 7 | -6
O=C(COC(=O)CCCN1C(=O)c2ccccc2C1=O)Nc1cc(Cl)cc(Cl)c1 | 11 | 3 | -3 | -8 | 0 | -8 | -11 | -9 | -1
CC1(C)COC(c2cc([N+](=O)[O-])ccc2Cl)=N1 | 2 | 9 | -7 | -7 | -10 | -20 | -26 | -3 | 17

The list continues.
SMILES	COUP-TFII inh	C8 TRAIL sens	LRH-1 inv ag	SRC2 inh	NOD2-RIPK2 inh	TLR9-MyD88 block	TWEAK-Fn14 inh	SRC1 inh	LMP1 NFkB inh	NCOA3 inh	TROY NFkB inh
CC1(CCc2ccccc2)NC(=S)N(c2ccccc2)N1 (configuration not stated)	6	-5	-8	-32	-1	15	-17	-10	-25	7	-19
COc1ccc(NC(=O)CCC(=O)OCC(=O)c2ccc(Oc3ccc([N+](=O)[O-])cc3)cc2)cc1	7	4	4	-1	-10	3	-13	-2	-5	-2	-1
COc1ccc([C@H]2C[C@@H](n3cc(COC(=O)c4ccccc4)nn3)[C@H](O)CN2C(=O)C2CCCCC2)cc1	4	5	7	4	2	-8	-13	-7	8	14	-25
O=C(Nc1ccc(Cl)cc1)c1csc(Cc2ccccc2)n1	-17	1	0	-8	0	6	-16	-5	-9	-14	-25
CC(C)(C)Cc1c(-c2cccc(Br)c2)nc2ccc(Br)cn12	0	-4	-37	5	-9	nt	-1	-3	nt	-14	-13
O=C(c1ccccc1)c1ccccc1C(=O)N1CCN(C(=O)c2ccccc2)CC1	11	-4	-23	-14	0	8	-4	-16	0	-3	4
Cn1c(=O)c2c(nc(N3CCOCC3)n2C)n(C)c1=O	11	-4	12	0	-8	1	2	15	0	-10	1
Cn1ccc(C(=O)Nc2ccc(Br)cc2Br)n1	-38	7	-220	-50	-4	1	17	-121	-17	-87	-38
COc1cc(/C=N/O)c(Br)cc1OCC(=O)Nc1ccccc1C	15	-16	-22	-8	-3	-2	-47	-15	3	-14	3
COc1cc(/C=C/C(=O)Nc2ccc(OC)c(S(=O)(=O)N3CCOCC3)c2)ccc1OCC#N	14	-5	38	-20	-28	3	-21	44	0	48	-2
COC(=O)C[C@@H]1CC[C@@H](NS(=O)(=O)c2ccc(OC)cc2)[C@@H](CO)O1	-10	-10	18	-8	-5	nt	nt	nt	nt	nt	nt
CC(=O)Nc1ccc(CN2CCC(Oc3ccc(C(=O)N4CCCC4)cc3)CC2)cc1	-10	-25	10	6	-11	-4	5	6	0	19	7
CC(=O)Nc1cccc(-c2ccnc3c2CC(C)(C(=O)Nc2ccc(Cl)c(C(F)(F)F)c2)O3)c1 (configuration not stated)	-13	20	3	0	1	nt	15	-3	nt	0	50
O=S(=O)(Nc1nc2ccccc2s1)c1cc(F)ccc1F	3	-22	-19	0	-11	-6	6	-22	-1	8	-22
CCc1cc2c3c(c1)C(C)CC(C)(C)N3C(=O)/C2=C1\SC(=O)NC1=O (configuration not stated)	18	-11	-11	3	-3	nt	-22	-11	6	3	48
CC1=NN(C(N)=S)C(C)(C)C1	-6	0	15	-9	-2	-2	2	-11	5	12	8
CC(=O)N1CCN(S(=O)(=O)c2cccc(C(=O)N(C)Cc3ccc(C)o3)c2)CC1	8	-8	9	-23	-18	0	9	-13	4	-7	-5
CCOC(=O)c1ccc(S(=O)(=O)NNC(=O)COc2cccc(C)c2)cc1	-7	-7	18	-6	2	-7	4	-8	4	-6	4
C[C@@]12CCC=C[C@H]1[C@H](c1ccc(/C=C/c3ccccc3)cc1F)N(Cc1ccccc1)C2=O	5	15	-5	18	-10	0	0	-24	6	0	12
O=C1N=C(N2CCCCC2)S/C1=C\c1ccc(Br)cc1	-19	-15	-24	14	9	-3	-19	2	10	-13	-33
O=C(COC(=O)CCC(=O)c1ccc(Cl)cc1)NC1CC1	11	-8	3	-23	-2	-10	6	12	2	12	4
Cc1ccc(OC(=O)CCC(=O)Nc2ccc(Br)cc2)cc1	-4	-7	-1	4	-11	-2	1	3	6	6	16
Cc1nn(CC(=O)O)c(C)c1N	8	-1	5	-1	-2	6	-10	-25	2	-11	13
Cc1ccc(S(=O)(=O)N2C(=O)CCC2C(=O)O/N=C(\N)c2ccc([N+](=O)[O-])cc2)cc1 (configuration not stated)	13	-8	11	-3	-1	1	-6	6	14	4	5
CC(=O)NC(c1cccs1)c1cc(Br)c2cccnc2c1O (configuration not stated)	13	-8	37	12	10	nt	12	24	nt	25	-2
COc1ccc2c3c1OC1CC(O)C=CC31CCN(C)C2 (configuration not stated)	-2&6	7&7	4&9	6&11	-7&-10	-5&-6	8&9	-18&2	-7&-8	1&19	16&-8
COC(=O)[C@H](NC(=O)c1cc(-c2ccccc2)sc1N)C(C)C	-18	-4	-3	7	-14	nt	nt	nt	nt	nt	nt
NC(=O)c1ccc(NC(=O)COC(=O)CCc2ccc(S(=O)(=O)N3CCCCC3)cc2)cc1	9	-15	-3	-10	-5	6	0	9	4	-6	11
O=C(O)C1CCCN(S(=O)(=O)c2cccc3cccnc23)C1 (configuration not stated)	1	-14	-26	-1	-6	-5	20	1	0	9	-9
Cc1ccc2c(c1)C(=O)CC(c1ccccc1)S2 (configuration not stated)	-36	43	-119	-51	9	-5	48	-147	-14	-114	14

In the list so far, these have two or more sulfur atoms:
SMILES	COUP-TFII inh	C8 TRAIL sens	LRH-1 inv ag	SRC2 inh	NOD2-RIPK2 inh	TLR9-MyD88 block	TWEAK-Fn14 inh	SRC1 inh	LMP1 NFkB inh	NCOA3 inh	TROY NFkB inh
COC(=O)C1=C(C)Nc2nc(SCc3ccccc3)[nH]c(=O)c2C1c1cccs1 (configuration not stated)	12	6	13	16	-22	-11	11	-6	-16	0	-12
O=S(=O)(Nc1nc2ccccc2s1)c1cc(F)ccc1F	3	-22	-19	0	-11	-6	6	-22	-1	8	-22

Carrying on.
SMILES	COUP-TFII inh	C8 TRAIL sens	LRH-1 inv ag	SRC2 inh	NOD2-RIPK2 inh	TLR9-MyD88 block	TWEAK-Fn14 inh	SRC1 inh	LMP1 NFkB inh	NCOA3 inh	TROY NFkB inh
O=C(Nc1cccnc1)c1noc2c1CCCC2	-42	0	-98	-58	7	-4	-11	-115	-11	-51	-42
CCNc1nc(NC(C)C)nc(N(C#N)CCOc2ccccc2)n1	4	8	-13	-9	4	-2	-1	10	1	7	15
N#Cc1c(-c2ccco2)nc(NCC2CCCO2)[nH]c1=O (configuration not stated)	-3	18	-11	-10	-6	4	-1	1	6	11	nt
CCN(CC)c1ccc(NC(=O)Nc2cccc(C(C)=O)c2)cc1	-19	32	-54	-16	1	-4	12	-49	-9	-16	-43
O=c1cc(C(Cl)(Cl)Cl)oc2c1ccc1ccccc12	25	90*	3	29	10	1	56*	-46	29	-16	49
NC(=O)N/N=C1\c2ccccc2-c2c(C(N)=O)cccc21	-23	-8	30	-10	6	0	-17	0	-6	-4	-17
Cc1ccccc1OCC(=O)Nc1ccc2c(c1)OCCO2	-29	12	-141	-86	-4	0	-33	-50	-34	-51	-47
Cc1ccc(CON=C2CCN(c3ncc(C(F)(F)F)cc3Cl)CC2)cc1	-1	-6	-10	-7	-2	-20	10	4	-4	8	-13

Among those listed so far, these contain a CF3 group.
SMILES	COUP-TFII inh	C8 TRAIL sens	LRH-1 inv ag	SRC2 inh	NOD2-RIPK2 inh	TLR9-MyD88 block	TWEAK-Fn14 inh	SRC1 inh	LMP1 NFkB inh	NCOA3 inh	TROY NFkB inh
CC(=O)Nc1cccc(-c2ccnc3c2CC(C)(C(=O)Nc2ccc(Cl)c(C(F)(F)F)c2)O3)c1 (configuration not stated)	-13	20	3	0	1	nt	15	-3	nt	0	50
Cc1ccc(CON=C2CCN(c3ncc(C(F)(F)F)cc3Cl)CC2)cc1	-1	-6	-10	-7	-2	-20	10	4	-4	8	-13
